From PubChem BioAssay
aSyn UTR inh – MLPCN primary screen, SNCA 5' untranslated region | alpha-synuclein 5'UTR reporter, inhibitor activity | inhibition, % (tested at 7.5 µM) | actives 0.82% (n = 300,000); in the data active = inhibition above about 60%;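 also: H4 neuroglioblastoma cells stably carrying SNCA 5'UTR luciferase fusion; 0% = DMSO wells and 100% = positive control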
HIF activator – HIF pathway transcriptional activation. U2OS HRE-luciferase reporter, luminescence; normalized: DMSO 0%, desferrioxamine 100%. activation, % at 7.5 µM (by protocol). actives 0.32% (n = 300,000). AID 1910;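 active = mean activation of at least 10% of the iron chelator positive control signal, with at least half of replicates also reaching 10%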
KLF5 inh – inhibitors of KLF5 expression. DLD-1 KLF5 promoter-luciferase reporter, luminescence. inhibition, % at 5 µM. actives 0.23% (n = 290,000). AID 1700;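 active = inhibition above a per-plate limit of that plate's mean compound inhibition plus 3 SD, cut at about 60% in these data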;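 also: 0% = DMSO wells and 100% = LY294002 at 200 µM; higher means less KLF5 promoter-driven luciferase light; inactives centre near -14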
GSK3beta inhib – inhibitors of human GSK3beta kinase. GST-GSK3beta kinase, ADP-Glo luminescence, 60 min; active compounds read low. actives 0.038% (n = 300,000). activity score (negative = inhibition), % at 10 µM. AID 2097. P49841;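 active = more than half of replicate wells score below -50%, meaning over 50% inhibition versus plate controls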;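 also: 0% = median DMSO wells and -100% = median GW8510 positive control wells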
Target sequence (P49841 whole entry, looked up): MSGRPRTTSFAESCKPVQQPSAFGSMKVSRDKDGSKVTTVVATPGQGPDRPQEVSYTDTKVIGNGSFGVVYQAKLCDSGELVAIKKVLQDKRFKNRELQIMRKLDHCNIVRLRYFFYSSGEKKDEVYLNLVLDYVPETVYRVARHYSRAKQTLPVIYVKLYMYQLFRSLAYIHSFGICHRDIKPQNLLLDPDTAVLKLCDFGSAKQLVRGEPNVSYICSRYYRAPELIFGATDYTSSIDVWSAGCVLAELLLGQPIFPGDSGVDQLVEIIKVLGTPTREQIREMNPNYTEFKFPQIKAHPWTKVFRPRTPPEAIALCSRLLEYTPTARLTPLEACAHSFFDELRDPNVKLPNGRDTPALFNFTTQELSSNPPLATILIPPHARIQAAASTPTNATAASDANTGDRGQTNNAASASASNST
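Assay system: GST-fused GSK3beta enzyme, cell-free / Medium: Tris pH 7.5 buffer with MgCl2, DTT, BSA, heparin / Also added: peptide substrate plus 25 µM ATP (final) / Compound: 10 µM single point / Timing: kinase reaction with compound 60 min at room temperature / Detection: ADP-Glo luminescence / Benchmarks: DMSO neutral wells and GW8510 at 20 µM as positive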
HSF1 activator – increases HSF-1 driven luciferase reporter signal. activation, % at 9 µM. actives 1.7% (n = 300,000). AID 504408. NIH3T3-HGL HSF-1 luciferase reporter, MG132, 8 h; 100% = twice DMSO control signal;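 active = mean replicate activation of at least 50% with a set share of replicates each reaching 50%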;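 also: 0% = median of the neutral control wells and 100% = twice that signal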
HSF1 inh – HSF1 inhibition | actives 0.77% (n = 300,000) | activity change, negative = inhibition, % at 7.5 µM (by protocol) | NIH3T3-HGL HSE-luciferase, MG132-induced, luminescence 8 h; active compounds read low;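 active = more than half of replicate wells show activity change below -50%, luminescence cut by over half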;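 also: luciferase reports HSF-1 transcriptional activity via heat shock element; 0% = median of DMSO wells and -100% = zero luminescence signal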
HSP90 inh – blocks HSP90-mediated luciferase refolding in reticulocyte lysate. Rabbit reticulocyte lysate, luciferase refolding luminescence, 3 h. actives 0.91% (n = 290,000). inhibition, % at 5.6 µM;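 active = inhibition above the screen-wide mean plus 3 SD, computed separately per campaign, cut at about 16% in these data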;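 also: 0% = DMSO wells and 100% = 60 µM geldanamycin wells; inhibitors lower the luminescence because luciferase stays unfolded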
IEC-6 cytotox – counter-screen for KLF5 inhibitors: cytotoxicity in IEC-6 cells | IEC-6 cytotoxicity, luminescence viability | AID 1825 | actives 0.78% (n = 290,000) | inhibition, % at 5 µM; in the data active = inhibition above about 22%;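 also: 0% = plate median of test compound wells and 100% = cytotoxic reference compound wells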
AI-2 QS mod – modulators of Vibrio harveyi AI-2 quorum sensing system | Vibrio harveyi JMH597 AI-2 luminescence/OD600 ratio, 9 h; active compounds read low; strain lacks LuxN and CqsS sensors; 0 = neutral-control median | activity change, % at 7.5 µM | actives 0.4% (n = 300,000); in the data active = activity change below about -75%, passing the limit was not always enough;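 also: luminescence divided by OD600 gain over 9 h not by final OD600 alone; inactives centre near 13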
GSK3A inh – human GSK-3 alpha kinase inhibition; P49840; inhibition, % at 10 µM; ADP-Glo luminescence, 60 min; actives 0.1% (n = 320,000);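 in the data active = inhibition above about 50%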;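 also: GST-tagged GSK-3 alpha with peptide substrate and 25 µM ATP; 0% = DMSO neutral wells and 100% = GW8510 positive control wells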
Target sequence (P49840 whole entry, looked up): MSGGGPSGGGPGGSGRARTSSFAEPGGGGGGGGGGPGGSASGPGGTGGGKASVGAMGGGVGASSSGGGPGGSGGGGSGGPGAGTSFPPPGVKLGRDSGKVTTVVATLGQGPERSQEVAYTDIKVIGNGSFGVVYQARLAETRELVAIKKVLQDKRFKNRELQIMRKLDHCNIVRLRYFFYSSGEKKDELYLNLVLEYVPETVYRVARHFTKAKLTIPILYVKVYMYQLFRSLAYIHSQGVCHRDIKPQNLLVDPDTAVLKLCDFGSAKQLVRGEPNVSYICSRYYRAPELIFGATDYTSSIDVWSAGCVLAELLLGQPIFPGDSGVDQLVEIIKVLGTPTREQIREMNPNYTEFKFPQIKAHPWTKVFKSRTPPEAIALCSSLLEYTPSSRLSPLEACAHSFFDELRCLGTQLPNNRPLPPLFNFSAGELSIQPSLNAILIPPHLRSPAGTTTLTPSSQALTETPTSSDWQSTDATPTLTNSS
The depositor's hits bear a star.

How did Cc1cccnc1NC(=O)Nc1ccc(F)cc1 do in these assays?
aSyn UTR inh: -144; HIF activator: 1.7; KLF5 inh: -29; GSK3beta inhib: 3; HSF1 activator: 30; HSF1 inh: 11; HSP90 inh: 2; IEC-6 cytotox: -4; AI-2 QS mod: -2; GSK3A inh: 5

How did Cc1cc(NC(=O)CN2CCCCC2)n(-c2ccccc2)n1 do in these assays?
aSyn UTR inh: 31; HIF activator: -0.6; KLF5 inh: -31; GSK3beta inhib: -2; HSF1 activator: 2; HSF1 inh: -4; HSP90 inh: 1; IEC-6 cytotox: -8; AI-2 QS mod: -7; GSK3A inh: -1

What do the screens show for `Cc1ccc(NC(=O)CSCC(=O)Nc2ccc(N3CCOCC3)c(Cl)c2)cc1`?
aSyn UTR inh: 6; HIF activator: -0.4; KLF5 inh: -14; GSK3beta inhib: 8; HSF1 activator: -1; HSF1 inh: 10; HSP90 inh: 0; IEC-6 cytotox: -6; AI-2 QS mod: 39

Results for CCCN1C(=O)c2ccc(C(=O)NCc3ccco3)cc2C1=O ?
aSyn UTR inh: 16; HIF activator: -0.5; KLF5 inh: -14; GSK3beta inhib: -1; HSF1 activator: 8; HSF1 inh: 11; HSP90 inh: 2; IEC-6 cytotox: 3; AI-2 QS mod: 31; GSK3A inh: -2

What do the screens show for `COc1ccc(CC(=O)OCC(=O)N2N=C(c3ccccc3)CC2c2ccc(OC)cc2)cc1` (stereo unspecified)?
aSyn UTR inh: -7; HIF activator: -0.1; KLF5 inh: -31; GSK3beta inhib: 5; HSF1 activator: 3; HSF1 inh: 4; HSP90 inh: 5; IEC-6 cytotox: 3; AI-2 QS mod: 19; GSK3A inh: -1

How did Cc1cc(C)n(CCNCc2c(C(=O)N3C[C@@H](C)O[C@@H](C)C3)nc3ccc(Cl)cn23)n1 do in these assays?
aSyn UTR inh: 3; HIF activator: -0.7; KLF5 inh: 5; GSK3beta inhib: 0; HSF1 activator: 20; HSF1 inh: 0; HSP90 inh: 0; IEC-6 cytotox: -5; AI-2 QS mod: 11; GSK3A inh: -3

How did CC1CCCN(C2(O)C(=O)Nc3ccc([N+](=O)[O-])cc32)C1 (stereo unspecified) do in these assays?
aSyn UTR inh: 9; HIF activator: -1.8; KLF5 inh: -17; GSK3beta inhib: 0; HSF1 activator: -3; HSF1 inh: -7; HSP90 inh: 1; IEC-6 cytotox: 6; AI-2 QS mod: 11; GSK3A inh: -1

How did COc1ccc(C(=O)O)cc1S(=O)(=O)NCc1cccnc1 do in these assays?
aSyn UTR inh: 8; HIF activator: -0.6; KLF5 inh: -14; GSK3beta inhib: 6; HSF1 activator: 6; HSF1 inh: 5; HSP90 inh: -4; IEC-6 cytotox: -4; AI-2 QS mod: 8; GSK3A inh: -1

What do the screens show for `S=C(NCc1cccnc1)Nc1cccc2ccccc12`?
aSyn UTR inh: -34; HIF activator: 1.9; KLF5 inh: -11; GSK3beta inhib: 2; HSF1 activator: 41; HSF1 inh: 10; HSP90 inh: 1; IEC-6 cytotox: 5; AI-2 QS mod: 0; GSK3A inh: 0

What do the screens show for `O=C(CCc1nnc(CCCc2ccccc2)o1)NCCc1ccccc1`?
aSyn UTR inh: -22; HIF activator: 0.5; KLF5 inh: -20; GSK3beta inhib: 0; HSF1 activator: -3; HSF1 inh: -10; HSP90 inh: 0; IEC-6 cytotox: -4; AI-2 QS mod: 23; GSK3A inh: 1

Reprinted from the part before: 3 compounds, then new ones.
How did COc1ccc(C(=O)O)cc1S(=O)(=O)NCc1cccnc1 do in these assays?
aSyn UTR inh: 8; HIF activator: -0.6; KLF5 inh: -14; GSK3beta inhib: 6; HSF1 activator: 6; HSF1 inh: 5; HSP90 inh: -4; IEC-6 cytotox: -4; AI-2 QS mod: 8; GSK3A inh: -1

What do the screens show for `S=C(NCc1cccnc1)Nc1cccc2ccccc12`?
aSyn UTR inh: -34; HIF activator: 1.9; KLF5 inh: -11; GSK3beta inhib: 2; HSF1 activator: 41; HSF1 inh: 10; HSP90 inh: 1; IEC-6 cytotox: 5; AI-2 QS mod: 0; GSK3A inh: 0

What do the screens show for `O=C(CCc1nnc(CCCc2ccccc2)o1)NCCc1ccccc1`?
aSyn UTR inh: -22; HIF activator: 0.5; KLF5 inh: -20; GSK3beta inhib: 0; HSF1 activator: -3; HSF1 inh: -10; HSP90 inh: 0; IEC-6 cytotox: -4; AI-2 QS mod: 23; GSK3A inh: 1

How did Cc1ccc2oc(=O)c3cc(C(=O)NCCCN4CCCC(C)C4)sc3c2c1 (stereo unspecified) do in these assays?
aSyn UTR inh: -19; HIF activator: 0.5; KLF5 inh: -6; GSK3beta inhib: 6; HSF1 activator: -19; HSF1 inh: 10; HSP90 inh: 2; IEC-6 cytotox: 8; AI-2 QS mod: -1; GSK3A inh: 2

What do the screens show for `COc1ccc(C2(c3ccc(OC)cc3)NC(=O)N(CC(=O)Nc3ccc(C(N)=O)cc3)C2=O)cc1`?
aSyn UTR inh: -11; HIF activator: 0.0; KLF5 inh: -24; GSK3beta inhib: 4; HSF1 activator: -12; HSF1 inh: 6; HSP90 inh: 0; IEC-6 cytotox: -5; AI-2 QS mod: 24; GSK3A inh: -1

Results for O=C(O)CC(Cc1ccccc1)C(=O)NCC12CC3CC(CC(C3)C1)C2 (stereo unspecified) ?
aSyn UTR inh: 1; HIF activator: -0.1; KLF5 inh: -27; GSK3beta inhib: 7; HSF1 activator: 19; HSF1 inh: 3; HSP90 inh: 1; IEC-6 cytotox: -1; AI-2 QS mod: 33; GSK3A inh: 0

Results for Cc1cc(/C=N/NC(=O)C(=O)N2CCCC2)c(C)n1-c1cccc(Br)c1 ?
aSyn UTR inh: 13; HIF activator: 0.0; KLF5 inh: 7; GSK3beta inhib: -6; HSF1 activator: -9; HSF1 inh: 2; HSP90 inh: -3; IEC-6 cytotox: -8; AI-2 QS mod: 26; GSK3A inh: 22

How did Cc1cccc(CCNC(=O)CCCOc2cc(=O)n(C)c3ccccc23)c1 do in these assays?
aSyn UTR inh: 23; HIF activator: 0.0; KLF5 inh: -18; GSK3beta inhib: 1; HSF1 activator: 17; HSF1 inh: 14; HSP90 inh: -1; IEC-6 cytotox: 5; AI-2 QS mod: 0; GSK3A inh: -2

How did Cc1ccccc1Cn1cc(S(=O)(=O)CC(=O)N2CCCCC2)c2ccccc21 do in these assays?
aSyn UTR inh: 16; HIF activator: -0.6; KLF5 inh: -8; GSK3beta inhib: 0; HSF1 activator: 5; HSF1 inh: 3; HSP90 inh: -2; IEC-6 cytotox: -4; AI-2 QS mod: 21; GSK3A inh: -3

How did C/C(=C\COc1cc(=O)[nH]c2ccccc12)CCC(O)C(C)(C)O (stereo unspecified) do in these assays?
aSyn UTR inh: 4; HIF activator: -0.5; KLF5 inh: -34; GSK3beta inhib: -1; HSF1 activator: 9; HSF1 inh: 1; HSP90 inh: 0; IEC-6 cytotox: -2; AI-2 QS mod: 26; GSK3A inh: 2

Results for COCc1nnc(NC(=O)C2CCN(C(=O)c3ccco3)CC2)s1 ?
aSyn UTR inh: -17; HIF activator: 2.3; KLF5 inh: -43; GSK3beta inhib: -1; HSF1 activator: -1; HSF1 inh: -5; HSP90 inh: -1; IEC-6 cytotox: -9; AI-2 QS mod: 19; GSK3A inh: -1

Results for COc1ccc(/C=N/NC(=O)c2cccc3ccccc23)c(OC)c1OC ?
aSyn UTR inh: 13; HIF activator: 0.4; GSK3beta inhib: -13; HSF1 activator: -5; HSF1 inh: -4; AI-2 QS mod: 1; GSK3A inh: -2

How did CCSc1nnc(SCC(=O)N2CCN(C(=O)c3ccco3)CC2)s1 do in these assays?
aSyn UTR inh: -2; HIF activator: 0.1; KLF5 inh: -26; GSK3beta inhib: 2; HSF1 activator: -6; HSF1 inh: -7; HSP90 inh: -7; IEC-6 cytotox: -1; AI-2 QS mod: 33; GSK3A inh: -1

How did CCOC(=O)Cc1cc(=O)n2[nH]c(C)c(C#N)c2n1 do in these assays?
aSyn UTR inh: 17; HIF activator: 0.2; KLF5 inh: -4; GSK3beta inhib: -2; HSF1 activator: 5; HSF1 inh: 10; HSP90 inh: -4; IEC-6 cytotox: 5; AI-2 QS mod: 18; GSK3A inh: -1

Results for O=C1OC(c2cccs2)=N/C1=C\c1ccc(-c2ccccc2Cl)o1 ?
aSyn UTR inh: 1; HIF activator: -0.2; KLF5 inh: -43; GSK3beta inhib: -1; HSF1 activator: -8; HSF1 inh: 7; HSP90 inh: 4; IEC-6 cytotox: 0; AI-2 QS mod: 24

Results for COc1ccc(-n2c(-c3ccc(Br)cc3)c[n+]3c2CCc2ccccc2-3)cc1 ?
aSyn UTR inh: -91; HIF activator: 1.5; KLF5 inh: -8; GSK3beta inhib: -5; HSF1 activator: 48; HSF1 inh: 19; HSP90 inh: 3; IEC-6 cytotox: 15; AI-2 QS mod: 16; GSK3A inh: 0

Results for CC1CC(C)CN(C(=O)COC(=O)Cc2ccc(Br)cc2)C1 (stereo unspecified) ?
aSyn UTR inh: 8; HIF activator: 0.2; KLF5 inh: -30; GSK3beta inhib: -1; HSF1 activator: -2; HSF1 inh: 0; HSP90 inh: 7; IEC-6 cytotox: -1; AI-2 QS mod: 1; GSK3A inh: -2

What do the screens show for `CCn1c(=O)n(CC(=O)N2CC(C)CC(C)C2)c(=O)c2ccccc21` (stereo unspecified)?
aSyn UTR inh: 3; HIF activator: -0.7; KLF5 inh: -18; GSK3beta inhib: -5; HSF1 activator: -6; HSF1 inh: -6; HSP90 inh: 1; IEC-6 cytotox: -6; AI-2 QS mod: -2; GSK3A inh: -5

How did COc1ccc2sc(N(CCN(C)C)C(=O)c3cc(Cl)sc3Cl)nc2c1 do in these assays?
aSyn UTR inh: -1; KLF5 inh: -16; GSK3beta inhib: 0; HSP90 inh: -1; IEC-6 cytotox: 0; AI-2 QS mod: 6; GSK3A inh: 1

What do the screens show for `CCOC(=O)c1[nH]c2ccc(OC)cc2c1NC(=S)N1CCN(C(=O)OCC)CC1`?
aSyn UTR inh: 9; HIF activator: 0.7; KLF5 inh: -9; GSK3beta inhib: 1; HSF1 activator: 1; HSF1 inh: -5; HSP90 inh: -1; IEC-6 cytotox: 0; AI-2 QS mod: 10; GSK3A inh: 1

How did CCOC(=O)c1sc(=NC(=O)c2ccc(F)cc2)n(C)c1C do in these assays?
aSyn UTR inh: -104; HIF activator: 5.2; KLF5 inh: -23; GSK3beta inhib: 6; HSF1 activator: 14; HSF1 inh: 15; HSP90 inh: 7; IEC-6 cytotox: 2; AI-2 QS mod: 14; GSK3A inh: 2

What do the screens show for `CCN(C(=O)Cn1nc(C)n2c(cc3cc(C)ccc32)c1=O)c1ccccc1`?
aSyn UTR inh: -6; HIF activator: 0.2; KLF5 inh: -29; GSK3beta inhib: -2; HSF1 activator: -41; HSF1 inh: -22; HSP90 inh: 1; IEC-6 cytotox: -1; AI-2 QS mod: -6; GSK3A inh: -6
